Screening results as filed in PubChem.
Dengue-2 NS5 capping – flavivirus cap methylation enzyme inhibition – biochemical, confirmation dose response, primary screen (AID 588689). inhibition, % at 25 µM, or IC50 in µM where a hit was titrated. 340,000 tested, 0.3% active. Dengue-2 NS5 methyltransferase capping enzyme assay, biochemical; higher % means a stronger effect; in the data active = a potency from the dose series; inconclusive = inhibition above about 29% without an active follow-up result
UTI89 phage lysis – protection from phage-mediated lysis, alamar blue read-out – E. coli UTI89, K1F phage, bacterial capsule biogenesis inhibitors (AID 488966) | E. coli UTI89 K1F phage lysis, alamar blue, 2 h; higher % means a stronger effect | 340,000 tested, 0.02% active | inhibition, % at 100 µM; hits with a dose series show IC50 in µM;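 active = phage lysis inhibition, versus mean bacterial control, above a set limit; inconclusive = no clear call, values can overlap the other calls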;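 note: capsule biogenesis inhibitors block K1F phage lysis so surviving cells raise fluorescence; higher fluorescence means more inhibition of phage lysis; actives were called in the ten point dose series up to 300 µM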
RSV CPE inhibition – inhibition of RSV-induced cytopathic effect – HEp-2 cells, primary 10 µM value included (AID 2391); 310,000 tested, 0.13% active; HEp-2 cells, RSV-induced CPE inhibition; higher % means a stronger effect; one-dose CPE inhibition, % at 10 µM; IC50 in µM for titrated hits; in the data active = a potency from the dose series; inconclusive = CPE inhibition mostly from about 23% at the one dose, without a potency; inactive = the rest, 99 in 100 with CPE inhibition below about 21%; note: strong numbers were not always called active
Large T inhibition – SV40 large T antigen inhibitors, biochemical (AID 1903); SV40 large T antigen ATPase/helicase inhibition assay; higher % means a stronger effect; inhibition, % at 20 µM, or IC50 in µM where a hit was titrated; 310,000 tested, 0.39% active; in the data active = a potency from the dose series; inconclusive = inhibition mostly from about 32% at the one dose, without a potency; inactive = the rest, 99 in 100 with inhibition below about 32%; note: strong numbers were not always called active
NTR1 ag – agonists of NTR1, primary screen, imaging, U2OS cells, beta-arrestin-GFP, high content (AID 493036); activation, % at 20 µM; P30989; 330,000 tested, 0.17% active; NTR1-U2OS beta-arrestin-GFP spot imaging, agonist mode;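 active = activation at or above 40% of the spot to cytoplasm intensity ratio, with at least 20 cells analyzed; inconclusive = wells under 20 cells, flagged as cytotoxic or low count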;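 note: 0% = DMSO without peptide and 100% = 100 nM NTR1 peptide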
Target sequence (P30989 whole entry, looked up): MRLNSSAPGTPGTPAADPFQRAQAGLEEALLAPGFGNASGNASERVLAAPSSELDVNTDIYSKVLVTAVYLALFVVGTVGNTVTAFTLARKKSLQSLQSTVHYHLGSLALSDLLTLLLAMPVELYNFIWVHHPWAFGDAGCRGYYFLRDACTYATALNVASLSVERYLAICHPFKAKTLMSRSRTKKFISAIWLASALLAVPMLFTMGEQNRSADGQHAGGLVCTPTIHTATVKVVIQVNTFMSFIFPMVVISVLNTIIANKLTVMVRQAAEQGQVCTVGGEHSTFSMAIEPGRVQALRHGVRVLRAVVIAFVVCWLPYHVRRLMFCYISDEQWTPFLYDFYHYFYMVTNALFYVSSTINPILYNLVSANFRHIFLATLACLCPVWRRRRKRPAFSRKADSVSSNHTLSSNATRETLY
SIAH1 antagonists – blockers of Siah-1 interaction with plectin peptide – biochemical, fluorescence polarization, rhodamine-plectin, uHTS, primary screen (AID 1817). one-dose displacement, % at 20 µM; IC50 in µM for titrated hits. 290,000 tested, 0.02% active. Siah-1 / rhodamine-plectin peptide fluorescence polarization; higher % means a stronger effect;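 active = displacement of at least 50% at 20 µM, with a fluorescence ratio check between 0.3 and a set limit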;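 note: plate controls were Siah plus tracer with DMSO for no effect and tracer alone without Siah for full effect; strong numbers were not always called active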
AID2073 – inhibitors of Mint1-CaV2.2 protein interaction, biochemical, HTRF (AID 2073). 290,000 tested, 0.19% active. inhibition, % at 20 µM, or IC50 in µM where a hit was titrated. HTRF protein-protein interaction, Mint1-CaV2.2; higher % means a stronger effect; in the data active = inhibition mostly above about 51%, no sharp cut-off; inconclusive = no clear call, values can overlap the other calls; inactive = mostly below about 53%; note: some results filed as inactive read as strong as hits
West Nile antiviral – inhibition of WNV-induced cytopathic effect – cell-based, CPE readout (AID 1621) | West Nile virus-infected cells, CPE inhibition; higher % means a stronger effect | CPE inhibition, % at 10 µM, or IC50 in µM where a hit was titrated | 290,000 tested, 0.02% active; in the data active = a potency from the dose series; inconclusive = CPE inhibition mostly from about 3.7% at the one dose, without a potency; inactive = the rest, 99 in 100 with CPE inhibition below about 2.2%; note: strong numbers were not always called active
Rac1 GTP hydrolysis – MgcRacGAP GTPase-activating activity inhibitors, confirmation, biochemical, ADP Hunter fluorescence. MgcRacGAP-stimulated Rac1 GTP hydrolysis, ADP Hunter fluorescence; higher % means a stronger effect; GST-tagged Rac1 F28L mutant substrate. inhibition, % at 30 µM; hits with a dose series show IC50 in µM. 340,000 tested, 0.6% active;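 active = first-screen hits whose inhibition reached a set limit at any dose in the follow-up dose series; inconclusive = inhibition above the set first-screen limit but never retested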;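 note: fluorescence reports GDP produced by GAP-driven GTP hydrolysis; strong numbers were not always called active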
NTR1 ag cell count 20 µM – second read-out of NTR1 ag, no call of its own (marks repeat the call); cell count; measured here: cell count, cytotoxicity flag
Dengue-2 NS5 capping pilot replicate – recorded beside Dengue-2 NS5 capping, whose call it bears; inhibition, %; measured here: pilot screen replicate inhibition
Numbers without * were called inactive; ? = inconclusive; . = not tested or not shown; [ ] = remark or other dose.

SMILES | Dengue-2 NS5 capping | UTI89 phage lysis | RSV CPE inhibition | Large T inhibition | NTR1 ag | NTR1 ag cell count 20 µM | SIAH1 antagonists | AID2073 | West Nile antiviral | Rac1 GTP hydrolysis | others
Cc1ccnc(NC(=O)c2ccc3c(c2)OCO3)c1 | -8.9% | 3.7% | -2.4% | 3.4% | 1.8 | 64 | 0.4% | 0.3% | -0.5% | 2.9%
COc1ccc(CCNc2c(C)c(C)nc3ncnn23)cc1 | -21.7% | -0.1% | 0.7% | 21.4% | 4.9 | 45 | 1.8% | 8.7% | -0.1% | -10.4%
NNC(=O)CSCc1nc(-c2ccc(Cl)cc2)cs1 | . | . | 12.4% | 2.5% | -1.0 | 57 | -4.7% | 4.1% | -0.3% | .
CC(C)(C)OC(=O)NCc1ccc(NC(=O)c2nc[nH]c2C(=O)NCCCCCCNC(=O)c2[nH]cnc2C(=O)Nc2ccc(CNC(=O)OC(C)(C)C)cc2)cc1 | -3.8% | 2.4% | . | . | -0.9 | 69 | . | . | . | 13.6%
Cc1c(C(=O)N2CCCC2)c(S(=O)(=O)N2CCCCC2)c(C)n1C | -0.9% | 0.0% | -0.2% | 7.5% | -1.0 | 58 | -4.4% | 5.0% | 0.0% | -13.4%
Nc1c(Cl)cc(-c2csc(N3CCCC3c3nc4cc(Cl)c(N5CCCCC5)cc4n3CCCO)n2)cc1Cl (stereo not drawn) | -19.0% | 0.8% | -0.3% | 5.1% | -0.1 | 48 | . | . | -0.6% | 13.0%
CC(C)(C)OC(=O)N1CCC(c2c(C(=O)NCC3CCN(C4CCCC4)C3)cnn2-c2ccccc2Cl)CC1 (stereo not drawn) | -10.9% | 3.2% | 0.5% | 9.9% | 1.5 | 53 | -5.9% | -1.5% | -0.3% | 6.7%
COc1cccc(NS(=O)(=O)c2ccc3[nH]cc(C(=O)N(C)Cc4ccco4)c(=O)c3c2)c1 | -6.3% | -0.1% | 1.1% | 9.4% | -0.8 | 35 | -1.5% | 11.5% | 1.1% | 8.3%
CCn1c(C)csc1=NC(=O)c1ccccc1 | 10.2% | -0.3% | -1.1% | 2.2% | 2.6 | 90 | 1.5% | 1.9% | -0.2% | 2.4%
COc1cc(-c2nc(CN3CCN(c4ncccn4)CC3)c(C)o2)ccc1F | . | -0.1% | -0.5% | 24.6% | -0.2 | 43 | 0.4% | -13.2% | -0.9% | 6.7%
COc1ccc(NC(=O)CSc2nnc(-c3cccnc3)n2C)cc1 | -2.6% | 0.0% | 0.4% | 23.7% | 1.2 | 54 | -1.2% | 5.2% | 0.4% | 6.1%
CCOC(=O)c1ccccc1NC(=O)COC(=O)c1cc([N+](=O)[O-])ccc1N1CCOCC1 | 0.0% | 0.0%[50 µM] | 20.3% | 20.7% | 5.2 | 48 | . | . | . | 7.7%
C/C=C/c1ccc(OCCCCOc2ccccc2C(C)=O)c(OC)c1 | -2.9% | 2.5% | 4.1% | 7.1% | 6.5 | 43 | -2.2% | 6.7% | -0.2% | -3.4%
CCn1c(/C=C/Nc2ccccc2)[n+](CC)c2cc(Cl)c(Cl)cc21 | -3.9% | 0.9%[50 µM] | 4.2% | 6.3% | 6.7 | 55 | 0.1% | -7.2% | -1.0% | -1.2%
COc1ccc(S(=O)(=O)N/N=c2\oc3c(OC)cccc3cc2S(=O)(=O)c2ccc(C)cc2)cc1OC | -7.1% | 1.1% | -2.7% | 10.8% | 1.5 | 46 | 4.8% | 37.5% | 3.2% | 4.9%
O=C(c1cccs1)N(Cc1cc2ccccc2[nH]c1=O)CC1CCCO1 (stereo not drawn) | -5.7% | 0.1% | 2.9% | 11.2% | 1.6 | 49 | -5.8% | -0.1% | -0.6% | 8.0%
O=C1S/C(=C/c2ccc(N3CCOCC3)o2)C(=O)N1Cc1c(F)cccc1Cl | -88.0% | -0.3% | 1.4% | 12.6% | -4.8 | 72 | -4.7% | 47.3% | -0.3% | 28.4%
O=C(Nc1cc(S(=O)(=O)Nc2ccccc2Cl)ccc1O)c1sc2cc(Cl)ccc2c1Cl | -3.6% | 0.0% | 1.1% | 0.7% | -0.6 | 99 | 0.7% | 34.0% | -0.3% | 8.3%
CCOc1ccccc1C1C2CCCCC2(O)CCN1C(=O)c1cccs1 (stereo not drawn) | -9.6% | 2.5% | 3.6% | 5.2% | 2.8 | 54 | -2.8% | 7.7% | -0.5% | 1.1%
CCC(=O)Nc1cccc2cccnc12 | 4.7% | -0.4% | 1.7% | 24.9% | 4.8 | 48 | 2.0% | -6.1% | 0.2% | -6.6%
COc1ccc(C(=O)c2cn(-c3cccc(Br)c3)nc2C(C)=O)cc1 | 3.9% | 1.2% | 1.2% | 10.7% | 6.6 | 64 | . | . | . | 14.4%
CC(=O)N1C(Nc2ccc(Cl)cc2)CCN1c1ccccc1 (stereo not drawn) | -0.8% | 0.0% | 1.4% | 5.8% | -1.0 | 86 | 4.3% | -6.9% | -0.6% | 8.1%
CCc1ccc(N2CC(C(=O)Nc3cccnc3)CC2=O)cc1 (stereo not drawn) | -0.7% | 0.5% | -0.1% | 8.0% | -0.3 | 52 | 1.1% | -13.0% | . | 1.4%
CNC(=O)c1ccc(NC(=O)CCc2c(C)noc2C)cc1 | 0.0% | 0.5%[50 µM] | . | . | 1.8 | 62 | . | . | . | 6.8%
Cc1ccc(/C=C2\SC(=S)N(c3cccnc3)C2=O)o1 | 9.4% | 0.0% | 0.7% | 25.6% | 4.7 | 56 | -2.8% | -2.8% | 0.1% | 13.9%
COc1ccc(OC(=O)c2ccc3nsnc3c2)cc1 | -6.2% | 0.7% | 0.0% | -0.4% | -0.5 | 45 | -1.1% | -6.6% | 0.3% | 10.8%
Cc1nc2sc3c(=O)[nH]nnc3c2c(C)c1Br | -3.3% | 0.1% | ? | 5.4% | 1.1 | 91 | -2.6% | 12.4% | -0.3% | 12.2%
CCOc1ccc(C2C(C(=O)c3ccco3)=C(O)C(=O)N2CCCn2ccnc2)cc1OCC (stereo not drawn) | -10.9% | 0.2% | 3.8% | ? | -1.1 | 58 | 7.8% | 12.7% | -0.1% | 7.6%
CC(C)C12CN3CC(C(C)C)(CN(C1)C3c1ccc([N+](=O)[O-])o1)C2=O (stereo not drawn) | 0.8% | 0.3% | 3.1% | 11.7% | 0.7 | 56 | -1.0% | 0.6% | 0.3% | -5.6%
CC(=O)NCCn1c(SCC(=O)NCCC2=CCCCC2)nc2ccccc2c1=O | -7.4% | -0.2% | -0.8% | 7.5% | 2.1 | 82 | 1.1% | 3.3% | -0.6% | 2.1% | Dengue-2 NS5 capping pilot replicate=1.8

Of the compounds above, two have a nitro group on carbon.
SMILES | Dengue-2 NS5 capping | UTI89 phage lysis | RSV CPE inhibition | Large T inhibition | NTR1 ag | NTR1 ag cell count 20 µM | SIAH1 antagonists | AID2073 | West Nile antiviral | Rac1 GTP hydrolysis | others
CCOC(=O)c1ccccc1NC(=O)COC(=O)c1cc([N+](=O)[O-])ccc1N1CCOCC1 | 0.0% | 0.0%[50 µM] | 20.3% | 20.7% | 5.2 | 48 | . | . | . | 7.7%
CC(C)C12CN3CC(C(C)C)(CN(C1)C3c1ccc([N+](=O)[O-])o1)C2=O (stereo not drawn) | 0.8% | 0.3% | 3.1% | 11.7% | 0.7 | 56 | -1.0% | 0.6% | 0.3% | -5.6%

Carrying on:
SMILES | Dengue-2 NS5 capping | UTI89 phage lysis | RSV CPE inhibition | Large T inhibition | NTR1 ag | NTR1 ag cell count 20 µM | SIAH1 antagonists | AID2073 | West Nile antiviral | Rac1 GTP hydrolysis | others
CCCc1cc(C(=O)Nc2ccc(C(C)=O)cc2)no1 | -0.7% | 0.8% | -0.2% | 3.6% | -0.6 | 92 | -0.6% | -2.5% | 0.3% | 2.8%
Cc1ccc(NS(=O)(=O)c2ccc(Cl)c(N=Nc3c(O)[nH]c(=O)[nH]c3=O)c2)cc1Cl | -17.1% | 0.3%[50 µM] | . | . | 9.2 | 59 | . | . | . | 6.2%
O=S(=O)(c1ccccc1)c1nc(-c2ccco2)oc1NCCCn1ccnc1 | 8.9% | -0.2% | 0.5% | 4.1% | 1.0 | 39 | 1.5% | -2.9% | -0.1% | -0.8%
COc1ccccc1C1CCN(C(=O)c2cnn(-c3ccccc3)c2C)CC1 | 2.4% | 0.3% | 2.4% | 6.7% | 2.6 | 62 | 1.7% | 1.9% | 1.9% | 12.4%
CSc1ncccc1C(=O)NC1CCCc2c1cnn2-c1ccc(C)c(C)c1 (stereo not drawn) | -5.9% | 0.1% | 0.4% | 4.1% | 1.8 | 47 | -5.1% | -1.3% | -0.9% | 3.3%
CSc1oc(-c2ccccc2)nc1C(N)=O | -6.2% | 3.0% | 0.4% | 6.6% | 0.0 | 44 | . | . | -0.2% | 3.5%
Cc1ccc(C(=O)Nc2cccc(C(=O)N3CCOCC3)c2)cc1 | -3.4% | 1.3% | 0.6% | -2.7% | 1.0 | 58 | 0.8% | -2.9% | -0.1% | 6.7% | Dengue-2 NS5 capping pilot replicate=-2.4
O=C(NC1CC1)c1cccc(NC(=O)c2cc(S(=O)(=O)N3CCOCC3)ccc2Cl)c1 | -6.6% | 0.3%[50 µM] | . | . | -0.6 | 67 | . | . | . | 7.7%
CCN(C(=O)CSc1nccc(=O)[nH]1)C1CCCCC1 | -8.0% | 0.2%[50 µM] | . | . | 0.0 | 74 | . | . | . | -9.0%
CCN(CC)C(=O)CCS(=O)(=O)c1cccc2nonc12 | -3.8% | 0.7% | 0.8% | 15.7% | 0.5 | 63 | -0.4% | -8.4% | 1.1% | -0.2%
O=C(CN(Cc1ccc(F)cc1)C(=O)CCC(=O)Nc1nccs1)NCc1ccccc1 | -8.9% | 0.2% | 0.5% | 8.3% | 1.2 | 42 | 4.2% | 7.4% | -0.8% | 8.3%
CN1CCCC(OC(=O)c2cc(F)c(F)c(F)c2F)C1 (stereo not drawn) | -7.8% | 0.2% | 1.7% | 5.3% | 0.5 | 93 | 3.4% | -3.6% | -0.6% | .
Cc1ccccc1OCc1nc2ccccc2n1C | 1.2% | -1.2% | -1.7% | 0.6% | -0.4 | 71 | -5.2% | 14.2% | -0.4% | 17.7%
CCCn1c(N)c(N(CCOC)C(=O)c2cc(S(=O)(=O)N3CCCCCC3)ccc2OC)c(=O)[nH]c1=O | -10.7% | 0.6% | 1.1% | 7.3% | -1.0 | 52 | 1.6% | -1.8% | -0.2% | 3.4%

Rows were taken by chance; 1.6% or so of the library scored in one or more.
